Screening data from PubChem BioAssay.
FAS-TE inh = inhibitors of human fatty acid synthase thioesterase domain; hit rate 0.67% among 360,000; recombinant FAS-TE, OMFH fluorogenic substrate, fluorescence endpoint; inhibition, % at 15 µM; P49327;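 active = compounds whose normalised, plate-corrected inhibition of enzyme fluorescence in the single-dose primary screen is 50% or more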;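 note: 0% = DMSO with enzyme and 100% = substrate without enzyme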
MsrA inhibitor = bovine MsrA inhibition | purified bovine MsrA, absorbance read-out | inhibition, % at 15.5 µM | hit rate 0.75% among 360,000 | AID 651718; in the data active = inhibition above about 4.5%;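 note: 0% = vehicle wells with enzyme and 100% = reference inhibitor wells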
MLLE-PAM2 inh = inhibitors of microRNA-mediated deadenylation, human PABP1 MLLE binding. GST-MLLE / FITC-PAM2 fluorescence polarization. P11940. inhibition, % at 20 µM. AID 588489. hit rate 0.36% among 360,000; in the data active = inhibition above about 35%, passing the limit was not always enough;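 note: plate controls were DMSO wells with GST-MLLE for no effect and wells lacking GST-MLLE protein for full effect; some results filed as inactive read as strong as hits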
MsrA act = bovine methionine sulfoxide reductase A activation | purified bovine MsrA, absorbance read-out | activation, % at 10.6 µM | hit rate 0.3% among 360,000 | AID 602163; in the data active = activation above about 7.5%;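 note: 0% = vehicle and 100% = reference activator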
CendR NRP1 mod = modulators of CendR peptide binding to human neuropilin-1; O14786; FAM-RPARPAR peptide binding to NRP-1, fluorescence polarization; inhibition, % at 25 µM; hit rate 0.85% among 360,000;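 active = inhibition or corrected inhibition above about 18%, plus a signal ratio from 0.5 to 1.5, limit read from the data, passing the limit was not always enough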; note: strong numbers were not always called active
Target sequence (O14786 whole entry, looked up): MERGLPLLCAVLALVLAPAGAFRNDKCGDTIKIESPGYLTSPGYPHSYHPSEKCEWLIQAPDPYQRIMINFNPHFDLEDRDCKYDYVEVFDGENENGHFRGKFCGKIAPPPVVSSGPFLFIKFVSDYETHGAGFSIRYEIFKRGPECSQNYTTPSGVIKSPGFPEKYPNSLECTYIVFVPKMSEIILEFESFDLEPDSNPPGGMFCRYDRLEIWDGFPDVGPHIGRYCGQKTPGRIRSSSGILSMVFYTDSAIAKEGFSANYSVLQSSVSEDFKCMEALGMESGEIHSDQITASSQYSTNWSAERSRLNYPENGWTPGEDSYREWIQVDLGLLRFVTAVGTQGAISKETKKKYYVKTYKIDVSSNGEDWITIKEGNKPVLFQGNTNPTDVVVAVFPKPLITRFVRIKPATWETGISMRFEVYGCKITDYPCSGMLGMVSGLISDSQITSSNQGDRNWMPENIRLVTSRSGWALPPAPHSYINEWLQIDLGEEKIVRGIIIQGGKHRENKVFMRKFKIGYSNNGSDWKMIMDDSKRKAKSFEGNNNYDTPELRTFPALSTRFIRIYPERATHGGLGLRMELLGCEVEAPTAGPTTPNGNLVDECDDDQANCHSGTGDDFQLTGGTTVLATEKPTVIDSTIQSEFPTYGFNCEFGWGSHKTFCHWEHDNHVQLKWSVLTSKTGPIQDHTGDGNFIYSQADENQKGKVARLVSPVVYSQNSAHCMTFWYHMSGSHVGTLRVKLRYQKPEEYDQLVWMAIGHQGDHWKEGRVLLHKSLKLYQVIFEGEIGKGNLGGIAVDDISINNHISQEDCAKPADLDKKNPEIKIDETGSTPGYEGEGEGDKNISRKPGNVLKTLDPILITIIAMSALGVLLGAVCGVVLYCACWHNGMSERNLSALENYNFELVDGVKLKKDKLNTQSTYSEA
SKN-1 block = blocks SKN-1 activity in C. elegans. inhibition, % at 21.8 µM. hit rate 0.49% among 360,000. C. elegans VP596 Pgst-4::GFP/RFP ratio, acrylamide-induced, 24 h. AID 624304;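 active = interference check ratio from 0.5 to 1.5 plus GFP to RFP signal ratio inhibition reaching or exceeding a fixed threshold, cut at about 30% in these data, passing the limit was not always enough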; note: some compounds called inactive have numbers as strong as hits
MT1-MMP act inh = MT1-MMP (human) activation inhibition; P50281; HT1080 RFP-PRO-GFP cells, GFP/RFP ratio fluorescence, overnight; percent of plate control window, DMSO zero; GFP/RFP ratio change, % at 20 µM; hit rate 0.061% among 360,000;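 active = GFP/RFP ratio change of at least 30% with cell ATP level not reduced by more than half and red fluorescence within 50% of control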; note: strong numbers were not always called active
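Assay system: HT1080 RFP-PRO-GFP cells. Benchmarks: DMSO vehicle wells and RFP-L50D-GFP reporter cell wells. Times: overnight cell settling, then overnight compound exposure, 37 °C, 5% CO2. Compound: 20 µM single dose, 1% DMSO. Read-out basis: GFP/RFP fluorescence ratio.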
eLon inh = inhibitors of E. coli Lon protease; P0A9M0; purified E. coli Lon protease, fluorescence polarization; inhibition, % at 7.94 µM; hit rate 0.42% among 360,000; AID 602123; in the data active = inhibition above about 13%, passing the limit was not always enough;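 note: 0% = enzyme with probe and DMSO and 100% = no enzyme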
Tb MetRS inh = blocks T. brucei methionyl-tRNA synthetase activity; purified T. brucei MetRS, ATP depletion, Kinase-Glo luminescence; inhibition, % at 11.9 µM; hit rate 0.4% among 360,000; AID 624268;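 active = inhibition above a per-plate cutoff of the control wells' mean inhibition plus 3 SD, cut at about 5.5% in these data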;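 note: 0% = DMSO wells median and 100% = median of wells with control inhibitor compound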
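Measured by: Kinase-Glo luciferase luminescence reporting remaining unconsumed ATP. Material: purified T. brucei MetRS enzyme. Doses: 11.9 µM compound single dose, 0.9% DMSO. Medium: HEPES buffer containing pyrophosphatase, BSA, spermine, DTT. Times: 15 min preincubation, 2 h reaction, all 25 °C. Reagent: methionine, ATP and bulk E. coli tRNA.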
An asterisk follows results filed as active; . = no result given.

No.	Molecule	FAS-TE inh	MsrA inhibitor	MLLE-PAM2 inh	MsrA act	CendR NRP1 mod	SKN-1 block	MT1-MMP act inh	eLon inh	Tb MetRS inh
1	O=C(COc1cccc(F)c1)NNC(=O)c1cccc(-n2cccc2)c1	-7	0.3	-5	7	-10	-6	-2	-5	-0.2
2	CCOc1ccc(NC(=O)C2CCN(C(=O)N3CCOc4ccccc43)CC2)cc1	-6	0.1	-4	-4	1	-7	1	-11	-0.6
3	CN(C)c1ccc(CNn2cnnc2SCc2ccc(F)cc2)cc1	-4	-0.2	-10	0	1	6	-1	2	-0.6
4	S=C(Nc1ccccc1Cl)N1CCCC1	-10	-1.0	-43	-4	0	-7	-2	-2	-0.7
5	O=C(OCC(=O)N1CCCC1)c1ccc(O)cc1	-2	0.1	12	-3	2	9	-2	-4	0.2
6	Cn1c(=O)[nH]c(=O)c2c1nc(NCCCn1ccnc1)n2CCOc1ccccc1	-3	-0.2	-4	-3	-5	-1	-1	-9	0.5
7	O=C(Nc1cccc2ncccc12)c1ccc2c(c1)OCCO2	-9	0.5	-3	0	5	-2	2	3	0.8
8	CCCc1nnc(NC(=O)CCC(=O)NCCc2ccc(Cl)cc2)s1	-4	-0.4	-8	-5	-10	2	3	12	-0.9
9	CO/N=C/c1cccn1-c1nccc(OC)c1C#N	-5	2.5	2	-8	16	1	1	1	-0.4
10	O=C(NNC(=O)c1cc(-c2cccc(Br)c2)nc2ccccc12)c1csc(N2CCOCC2)n1	18	0.4	-14	-4	-6	3	11	-3	0.0
11	CCN(CC)S(=O)(=O)c1ccc(S(=O)(=O)N2CCC(N3CCCCC3)CC2)cc1	-2	1.1	11	-6	-2	-16	2	-3	-0.9
12	CCC(=O)c1ccccc1OCCCN1CCC(Cc2ccccc2)CC1	6	-0.5	3	-2	6	-4	8	-4	-0.6
13	CC(C)NC(=O)CSCc1c(Cl)cccc1Cl	1	2.6	-3	-4	3	-19	13	-1	-0.2
14	CCC12CN3CC(CC)(CN(C1)C3c1ccc([N+](=O)[O-])o1)C2=O (stereo not given)	-5	3.2	2	0	7	-3	1	7	-0.6
15	O=C(Nc1ccc(Cl)cc1)OCc1ccccn1	2	1.7	11	-2	-1	15	3	-2	-0.3
16	CNC(=O)Cn1nc(C)c(S(=O)(=O)N2CCOCC2)c1C	-7	-0.6	-8	-1	12	-7	1	-7	-0.3
17	CC1=CC(C)(C)NC(=S)N1c1ccc(Cl)cc1	-10	0.3	17	-5	-6	-8	-1	4	-0.5
18	CCOC(=O)c1cc(-c2ccccc2)sc1NC(=O)C(C)Sc1nnc(N)s1 (stereo not given)	6	2.2	4	-2	-1	16	-1	-3	-0.1
19	CCOC(=O)c1ccc(-c2ccc3c(=O)c4ccccc4n(C)c3c2)cc1F	11	1.1	1	-3	-28	7	0	-12	0.1
20	CC(C)CN(C(=O)CCc1ccccc1Cl)c1c(N)n(Cc2ccccc2)c(=O)[nH]c1=O	-1	0.4	-43	-2	12	25	-9	1	-0.4
21	Cc1ccc(S(=O)(=O)C2(C(=O)Nc3ccc(Br)cc3)CC2)cc1	18	-0.1	8	-1	5	0	2	2	0.5
22	CCC(=O)Nc1ccccc1C(=O)N1CCOCC1	-5	0.7	0	-2	-4	-45	2	7	-0.4
23	COc1ccc(/C=C(/NC(=O)c2ccccc2)C(=O)Nc2cccc(C(=O)O)c2)cc1	-9	2.0	-11	2	12	6	4	1	-0.1
24	CCc1ccccc1CC1CN(Cc2ccccc2)Cc2ccccc2N1c1ccc(OC)cc1 (stereo not given)	.	-0.4	.	.	3	4	-1	.	-1.2
25	O=C(CSc1nnc(-c2ccco2)n1Cc1ccccc1)c1ccccc1	6	-1.4	-98	-4	-15	-9	-3	-8	-0.9
26	CCOC(=O)c1c(NC(=O)C(C)Sc2cccc[n+]2[O-])sc2c1CCN(Cc1ccccc1)C2 (stereo not given)	-42	.	-27	-3	-116	15	-18	-103	0.5
27	COc1ccc(CCNC(=O)CO/N=C/c2cc3c(cc2Br)OCO3)cc1OC	4	1.1	1	-2	-1	1	2	-1	3.2
28	Cc1ccc(NC(=O)CN(C)CC(=O)Nc2cccc(F)c2)cc1[N+](=O)[O-]	12	-0.4	1	-3	-7	-7	-6	0	-0.2
29	O=C(O)c1ccc(C=NN=Cc2ccco2)cc1	-3	0.8	-19	-7	0	21	-1	-4	-0.3
30	CCOC(=O)Cc1nnc(NC(=O)C(CC)Sc2nnc3c4ccccc4n(C)c3n2)s1 (stereo not given)	4	0.7	7	-9	4	2	3	-6	-1.6
31	CCN(CC)c1ccc(/C=N/OCC(=O)Nc2cccc(C)c2)cc1	2	1.4	-77	-15	-20	3	-14	-50	-1.4
32	COc1ccc2c(c1)Cc1sc(NC(=O)c3cccnc3)nc1-2	0	-0.1	-17	-3	0	6	2	-2	-0.1
33	COc1cccc(C(=O)Nn2cnnc2)c1	-4	-0.1	18	-4	2	-7	1	4	-0.2
34	O=C(Nc1ccccc1)C1CCOC1=O (stereo not given)	-6	0.2	8	-2	-2	6	3	-11	0.2
35	CCC(C)NC(=O)C1CCN(c2nc(C)cc(C)n2)CC1 (stereo not given)	-7	-0.3	-11	-1	4	-3	7	7	-0.2
36	Cc1ccc2c(c1)cc(CN(Cc1ccc3c(c1)OCO3)C(=O)c1cnccn1)c1nnnn12	10	-0.5	4	-2	4	2	-3	-9	-0.4
37	Cc1ccccc1-n1cc(C(=O)c2cc(Cl)ccc2O)cc(C#N)c1=O	-1	1.5	-22	-6	-50	-2	-29	-7	0.6
38	COc1cc2c(cc1OC)CC(=O)N(C)CC2	-10	0.2	18	2	-4	1	3	9	-0.8
39	Cc1ccc(S(=O)(=O)N2CCOCC2)cc1NC(=O)COC(=O)Cc1ccccc1	-6	0.2	-7	-2	1	6	2	5	-0.2
40	O=C(c1ccc2ncsc2c1)N1CCN(c2ccccc2Cl)CC1	7	0.7	-6	-11	-1	-4	3	-11	-1.0
41	CN(CCc1ccccn1)C1CCCN(S(=O)(=O)c2ccccc2Cl)C1 (stereo not given)	-3	0.1	1	0	4	3	-1	1	0.2
42	CCCCc1ccc(NC(=O)CSc2nc(=O)n(CCN3CCOCC3)c3c2CCC3)cc1	3	1.8	-5	4	4	1	-3	-17	-0.3
43	CC(=O)N1CCN(S(=O)(=O)c2cccc(C(=O)Nc3ccc(F)c(F)c3)c2)CC1	-6	0.5	1	-3	14	-5	2	-1	-0.4
44	COc1cc(/C=C/C(=O)OCC(=O)Nc2c(C)n(C)n(-c3ccccc3)c2=O)cc(OC)c1OC	-12	0.6	-4	-11	10	-16	7	-9	-0.5
45	COc1ccc(C(CCO)NC(=O)c2cccs2)cc1OC (stereo not given)	-3	0.8	11	-6	-9	-7	-7	8	2.1
46	O=C(COc1ccc(F)cc1)NCCN1CCCC1	-2	-0.2	0	0	-9	-4	1	-11	-1.5
47	Cc1ccc(-c2c(C)n([O-])c3c([n+]2=O)CCCC3)o1	-7	1.4	-1	-4	5	12	3	-14	-1.4
48	COc1ccc2[nH]c3c(=O)n(CCCN4CCOCC4)cnc3c2c1	-6	0.7	6	-16	8	-1	4	3	-0.9
49	CN(C)C(=S)NC(=O)C12CC3(C)CC(C)(CC(C)(C3)C1)C2	-1	0.5	-51	-4	3	15	0	-2	-0.1
50	CCc1cccc(CC)c1-n1c(-c2cccnc2)n[nH]c1=S	-4	-0.1	-21	0	9	-2	3	1	-0.6
51	COc1ccc(OC)c(C2=NOC(C(=O)NCc3ccco3)C2)c1 (stereo not given)	2	0.0	15	-2	-2	25	0	-4	0.1
52	CC1(C(=O)NNC(=O)C2CCCCC2)CC1(Cl)Cl (stereo not given)	-2	-0.4	8	2	3	-18	-1	-4	1.7
53	O=C(CSc1nnc(-c2ccccc2)o1)Nc1ccccc1F	-2	0.0	9	-1	1	3	3	0	0.0
54	COc1ccc(C(Nc2ccc(S(=O)(=O)NCC3CCCO3)cc2)C(=O)NC(C)(C)C)cc1OC (stereo not given)	-3	-0.6	-3	-2	3	7	-8	7	-1.1
55	N#CCSc1ccccc1NC(=O)COC(=O)CCNC(=O)c1ccc([N+](=O)[O-])cc1	1	-0.7	25	-1	-24	17	-21	-34	-0.3
56	Cc1ccc(-c2nnn3c2nc(NCCc2ccc(S(N)(=O)=O)cc2)c2ccccc23)cc1	-9	-1.2	10	-3	-13	11	3	2	-0.6
57	CC(=O)c1cccc(NC(=O)N2CCCC2C(=O)NCc2ccc3c(c2)OCO3)c1 (stereo not given)	0	-0.5	16	-1	2	0	-3	-4	-0.3
58	O=S(=O)(NCCNc1ncc(C(F)(F)F)cc1Cl)C(F)(F)F	-1	-1.9	17	-1	1	19	1	-1	0.2
59	O=C(NCc1ccccn1)C(C(=O)c1cccc([N+](=O)[O-])c1)n1cc(Cl)ccc1=O (stereo not given)	-2	1.4	10	6	-1	-6	-1	9	-0.3
60	Cc1ccc(NC(=O)c2oc3ccc(S(=O)(=O)N4CCC5(CC4)OCCO5)cc3c2C)cc1C	27	-0.2	-1	-1	-1	15	10	-2	-1.5

By substructure, the entries above with a COOH group
No.	Molecule	FAS-TE inh	MsrA inhibitor	MLLE-PAM2 inh	MsrA act	CendR NRP1 mod	SKN-1 block	MT1-MMP act inh	eLon inh	Tb MetRS inh
23	COc1ccc(/C=C(/NC(=O)c2ccccc2)C(=O)Nc2cccc(C(=O)O)c2)cc1	-9	2.0	-11	2	12	6	4	1	-0.1
29	O=C(O)c1ccc(C=NN=Cc2ccco2)cc1	-3	0.8	-19	-7	0	21	-1	-4	-0.3

Additional structures
No.	Molecule	FAS-TE inh	MsrA inhibitor	MLLE-PAM2 inh	MsrA act	CendR NRP1 mod	SKN-1 block	MT1-MMP act inh	eLon inh	Tb MetRS inh
61	CCCCNC(=O)C1C(c2ccc(C(F)(F)F)cc2)=Nc2ccccc2N1C(C)=O (stereo not given)	.	2.6	.	.	1	9	5	.	-0.8
62	CCC(=O)N1CCN=C1SCc1cc(C)ccc1C	-4	0.1	-6	-7	-6	-12	3	12	-0.7
63	Cn1c(SCC(=O)Nc2ccc(N3CCOCC3)cc2)nnc1-c1ccccc1	-7	0.0	0	-11	-5	2	-2	0	-1.4
64	COc1cc(C)c(S(=O)(=O)N2CCOCC2)cc1C	-5	0.9	19	-1	5	16	3	-7	-0.2
65	O=C(NC1CCCCC1)C(=S)N1CCCC1	-3	2.6	-8	-2	-2	-7	2	-2	-0.2
66	COc1ccc(C)cc1NC(=O)C1CCCN(S(=O)(=O)c2cccc3nonc23)C1 (stereo not given)	-2	-0.4	5	-4	-8	4	-2	0	-0.2
67	CCOC(=O)c1cnc2c(c(C)nn2C)c1Oc1ccc(OC)cc1	6	0.5	2	-1	6	7	-7	2	-0.1
68	CC(=O)Nc1ccc(S(=O)(=O)NN=Cc2ccc(Cl)c(Cl)c2)cc1	-2	0.8	-21	-3	10	18	-1	-15	-0.3
69	CCCCC(=O)NC(c1ccc(N(CC)CC)cc1)c1ccc2cccnc2c1O (stereo not given)	-1	0.1	-19	-7	-3	-3	-3	6	-1.2
70	CC(C)N(CCCNC(=O)c1ccc(CS(=O)(=O)c2c(Cl)cccc2Cl)o1)Cc1ccccc1	-7	-0.6	-2	-3	15	-1	-4	0	-0.9
